# PAFAH1B3 inh: blocks human PAF acetylhydrolase 1B catalytic subunit 3; inhibition, % at 3.39 µM; hit rate 0.28% among 340,000; Q15102; AID 492972; recombinant PAFAH1B3, FP-rhodamine probe, fluorescence polarization;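 active means inhibition above the screen-wide average of all tested compounds plus 3 SD, cut at about 25% in these data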;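 further: 0% = enzyme with DMSO only and 100% = wells lacking PAFAH1B3 protein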
# Target sequence (Q15102 whole entry, looked up): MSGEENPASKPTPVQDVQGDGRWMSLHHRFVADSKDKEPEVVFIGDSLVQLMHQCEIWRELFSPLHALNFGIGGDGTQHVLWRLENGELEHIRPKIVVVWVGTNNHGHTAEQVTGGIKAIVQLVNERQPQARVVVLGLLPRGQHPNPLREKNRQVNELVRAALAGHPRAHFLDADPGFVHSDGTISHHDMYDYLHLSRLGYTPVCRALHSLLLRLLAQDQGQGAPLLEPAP
# PREPL inh: inhibits the human prolyl oligopeptidase-like enzyme. hit rate 0.68% among 320,000. recombinant PREPL, fluorescence polarization activity-based probe. Q4J6C6. inhibition, % at 5.96 µM; in the data active means inhibition above about 43%;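 further: 0% = enzyme with DMSO and 100% = wells lacking enzyme; many of its hits are not listed in these tables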
# LYPLA2 counter: LYPLA2 (human) inhibition in PME1 counter-screen; O95372; hit rate 0.38% among 320,000; inhibition, % at 5.9 µM; recombinant LYPLA2, FP-Rh probe fluorescence polarization; AID 2177;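 active means inhibition above the screen-wide mean plus 3 SD, limit set per campaign, cut at about 26% in these data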;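 further: 0% = LYPLA2 with DMSO and 100% = wells lacking LYPLA2 enzyme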
# PAD4 FP inh: blocks human protein arginine deiminase 4 | Q9UM07 | recombinant PAD4, RCA probe fluorescence polarization | inhibition, % at 6.36 µM | hit rate 0.41% among 330,000;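 active means percent inhibition above a cutoff equal to the mean of all tested compounds plus 3 SD, cut at about 15% in these data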;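 further: 0% = PAD4 with RCA probe and DMSO and 100% = probe without PAD4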
# GSTO1 inh: GSTO1 inhibition, counter-screen for RBBP9 inhibitors; P78417; recombinant GSTO1, activity-based probe fluorescence polarization; inhibition, % at 5.96 µM; hit rate 1.1% among 300,000;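 active means inhibition above the campaign mean inhibition plus 3 SD, cut at about 35% in these data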;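 further: 0% = GSTO1-1 with DMSO and 100% = wells lacking GSTO1-1 enzyme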
# Target sequence (P78417 whole entry, looked up): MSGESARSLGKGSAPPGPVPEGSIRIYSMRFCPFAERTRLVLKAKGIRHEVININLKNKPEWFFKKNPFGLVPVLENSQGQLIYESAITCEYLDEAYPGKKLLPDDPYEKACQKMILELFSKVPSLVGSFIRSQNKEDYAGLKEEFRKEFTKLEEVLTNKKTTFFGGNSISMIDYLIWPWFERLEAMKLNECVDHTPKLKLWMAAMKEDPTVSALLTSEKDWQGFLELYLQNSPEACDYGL
# ZTA DNA inh: ZTA (EBV) inhibition in EBNA-1 counter-screen; ZTA-DNA binding, fluorescence polarization; P03206; hit rate 0.15% among 320,000; inhibition, % at 11 µM; in the data active means inhibition above about 33%
# Target sequence (P03206 whole entry, looked up): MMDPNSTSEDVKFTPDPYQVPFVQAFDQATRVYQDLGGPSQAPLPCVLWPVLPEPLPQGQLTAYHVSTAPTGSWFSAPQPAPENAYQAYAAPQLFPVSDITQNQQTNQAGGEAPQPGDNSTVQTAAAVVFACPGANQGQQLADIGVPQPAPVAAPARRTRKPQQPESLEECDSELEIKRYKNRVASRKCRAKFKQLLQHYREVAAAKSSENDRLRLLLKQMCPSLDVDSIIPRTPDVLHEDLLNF
# LYPLA1 inh: LYPLA1 (human) inhibition in PME1 counter-screen; O75608; recombinant LYPLA1, FP-Rh probe fluorescence polarization; inhibition, % at 5.9 µM; hit rate 0.16% among 320,000; AID 2174;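 active means inhibition above the mean of all tested compounds plus 3 SD, set per campaign, cut at about 14% in these data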;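 further: inhibitors block serine hydrolase probe labeling of LYPLA1 so polarization falls; 0% = enzyme with DMSO and 100% = wells lacking LYPLA1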
# Target sequence (O75608 whole entry, looked up): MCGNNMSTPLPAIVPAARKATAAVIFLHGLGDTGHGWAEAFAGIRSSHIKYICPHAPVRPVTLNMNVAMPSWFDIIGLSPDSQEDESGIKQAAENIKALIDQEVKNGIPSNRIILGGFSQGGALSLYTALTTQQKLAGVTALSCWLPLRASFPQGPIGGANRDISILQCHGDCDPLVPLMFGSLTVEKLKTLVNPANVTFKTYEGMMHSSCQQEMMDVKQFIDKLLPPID
# PAFAH2 FP inh: inhibitors of human PAFAH2; Q99487; recombinant PAFAH2, FP-rhodamine activity probe, fluorescence polarization; inhibition, % at 3.39 µM; hit rate 0.99% among 340,000;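 active means inhibition above the mean over all tested compounds plus 3 SD, cut at about 30% in these data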;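 further: inhibitors block probe labeling of enzyme so polarization drops; 0% = enzyme with DMSO and 100% = wells lacking PAFAH2 protein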
# EBNA-1 inh: blocks EBNA-1 binding to DNA; EBNA-1 DNA binding, fluorescence polarization; inhibition, % at 14.8 µM; hit rate 0.34% among 300,000; AID 1950; in the data active means inhibition above about 28%
# An asterisk follows results filed as active; nt = no result given. Not all compounds are listed; count on the stated rates, not on these rows.
entry	mol	PAFAH1B3 inh	PREPL inh	LYPLA2 counter	PAD4 FP inh	GSTO1 inh
1	Cc1ccc(-c2noc(C3CCCN(C(=O)c4ccccc4Br)C3)n2)o1 (configuration not stated)	1.9	-0.9	1.9	-2.6	-2.3
2	O=c1[nH]c(C2CCN(S(=O)(=O)c3ccc(S(=O)(=O)NC4CC4)cc3)CC2)nc2c1nnn2Cc1ccccc1	-6.5	9.4	-3.5	2.4	-5.4
3	COc1ccc(C(=O)NCC(c2ccccc2)N2CCCC2)cc1S(=O)(=O)N1CCOCC1 (configuration not stated)	-0.3	9.8	-2.6	-1.0	nt
4	CC1CCc2nc3ccccc3c(C(=O)OCC(=O)N(C)C3CCS(=O)(=O)C3)c2C1 (configuration not stated)	0.5	-4.3	-4.5	0.3	-9.6
5	Cc1c(Cl)c([N+](=O)[O-])nn1CCCC(=O)Nc1cccc(Cl)c1	-0.5	15.3	0.4	1.0	3.2
6	COc1ccccc1NC(=S)NC(=O)Cc1ccc(Cl)cc1	3.6	-7.0	1.0	1.3	2.0
7	CCCCC1=CC2=CC(=O)C(C)(OC(=O)CC)C(=O)C2=CN1CCc1ccc(Br)cc1 (configuration not stated)	12.0	30.6	3.3	-11.9	12.2
8	Cc1c(Cl)cccc1NC(=O)CCN1CCN(C)CC1	10.5	-5.4	1.7	2.4	0.8
9	CCOC(=O)c1cc(-c2ccc([N+](=O)[O-])cc2)nc2c1c(=O)[nH]c(=O)n2Cc1ccccc1	3.9	5.5	3.0	-0.7	-2.3
10	O=C(CSc1nc2cc(Cl)ccc2s1)Nc1cccc(S(=O)(=O)N2CCOCC2)c1	-14.3	-3.5	-39.0	-4.8	-5.8
11	CCOc1cc(C)c(Cl)cc1S(=O)(=O)n1cnc2ccccc21	-1.3	2.5	3.9	0.6	-1.9
12	Cn1nnc2cc(C(=O)NCc3ccco3)ccc21	1.9	14.9	6.3	1.0	4.2
13	C#CCn1c(=NC(=O)CSCC(=O)N2CCOCC2)sc2ccccc21	5.0	6.5	0.5	-3.1	3.2
14	O=C(CCn1cnnn1)Nc1ccccc1F	2.3	5.0	5.8	0.7	5.4
15	CCCn1nnc(NC(=S)NC(=O)c2cccs2)n1	5.7	5.3	1.4	-0.6	7.7

entry	ZTA DNA inh	LYPLA1 inh	PAFAH2 FP inh	EBNA-1 inh
1	-1.2	-0.1	-4.1	4.7
2	1.3	0.1	-0.4	-8.3
3	4.3	-5.5	3.3	nt
4	-12.4	-4.1	0.7	-12.4
5	3.2	-1.6	-4.9	10.0
6	-20.6	4.5	1.9	2.3
7	3.7	1.5	2.7	-1.3
8	-2.9	1.3	5.7	2.5
9	-6.9	0.7	-2.4	-3.9
10	14.4	-26.0	-26.5	17.7
11	-32.2	0.0	-12.2	0.8
12	-23.9	-2.7	2.2	-2.1
13	3.5	-0.1	-4.7	0.6
14	-5.2	3.2	-0.4	10.9
15	0.2	-0.6	-0.5	1.9

# Some of these compounds in order of molecular weight, smallest number first.
entry	mol	PAFAH1B3 inh	PREPL inh	LYPLA2 counter	PAD4 FP inh	GSTO1 inh
13	C#CCn1c(=NC(=O)CSCC(=O)N2CCOCC2)sc2ccccc21	5.0	6.5	0.5	-3.1	3.2
3	COc1ccc(C(=O)NCC(c2ccccc2)N2CCCC2)cc1S(=O)(=O)N1CCOCC1 (configuration not stated)	-0.3	9.8	-2.6	-1.0	nt
7	CCCCC1=CC2=CC(=O)C(C)(OC(=O)CC)C(=O)C2=CN1CCc1ccc(Br)cc1 (configuration not stated)	12.0	30.6	3.3	-11.9	12.2

entry	ZTA DNA inh	LYPLA1 inh	PAFAH2 FP inh	EBNA-1 inh
13	3.5	-0.1	-4.7	0.6
3	4.3	-5.5	3.3	nt
7	3.7	1.5	2.7	-1.3

# Additional compounds.
entry	mol	PAFAH1B3 inh	PREPL inh	LYPLA2 counter	PAD4 FP inh	GSTO1 inh
16	Cc1csc(NC(C)c2nc3cc(C(F)(F)F)ccc3n2CCOCCO)n1 (configuration not stated)	4.6	-0.5	7.5	0.8	5.5
17	O=C(NCc1nnc2c(C(F)(F)F)cc(Cl)cn12)c1ccc2c(c1)OCO2	4.6	4.6	8.7	9.8	-1.8
18	Cc1noc(C)c1-c1nc(CSc2ccc(Cl)cc2)no1	11.0	0.1	-6.3	0.1	-5.0
19	Cn1cc(CN2CCc3c([nH]c4ccccc34)C2C2CCCCC2)cn1 (configuration not stated)	3.1	8.2	2.2	3.0	3.6
20	CN(C)c1nc(OCCNC(=O)COc2ccccc2Cl)nc(N(C)C)n1	-8.3	-11.5	1.3	-0.6	0.7
21	N#Cc1nc(-c2ccco2)oc1NCCN1CCOCC1	-1.1	2.8	4.6	4.7	1.8
22	O=C(CCCOc1ccccc1)Nc1cccc([N+](=O)[O-])c1	5.6	8.0	-5.4	1.8	-7.8
23	Cc1ccc(S(=O)(=O)N(CC(=O)NCc2ccccn2)c2ccc(Cl)cc2)cc1	0.7	16.2	1.4	-2.9	-5.7
24	Cc1cccc(N2CCN(CC(=O)Nc3ccc(-n4cnnn4)cc3)CC2)c1C	2.0	14.6	5.6	-0.3	6.5
25	Cn1c(=O)oc2cc(S(=O)(=O)N3CCC(C(=O)NCc4ccccc4)CC3)ccc21	0.6	-26.8	-2.5	-0.1	4.6
26	O=C(Cn1ccc2ccccc2c1=O)NCCC(=O)N1CCCCC1	-7.3	1.6	2.1	1.9	-0.6
27	NC(=O)CC(NC(=O)c1ccc(Br)cc1)c1ccc(NCc2ccc(F)c(F)c2)c([N+](=O)[O-])c1 (configuration not stated)	4.6	5.0	13.3	-4.3	2.7
28	CCOC(=O)c1ccc(NC(=O)c2cn(-c3ccccc3)nc2-c2ccncc2)cc1	-37.7	-21.1	-93.7	-4.0	-123.9
29	CCOc1ccc(CCN2C(=O)c3ccc(C(=O)O)cc3C2=O)cc1OCC	3.5	6.6	7.0	1.1	0.7
30	Cc1cccc(N(C)C(=O)COc2cc(=O)n(C)c3ccccc23)c1	7.9	8.5	3.8	-1.9	10.6

entry	ZTA DNA inh	LYPLA1 inh	PAFAH2 FP inh	EBNA-1 inh
16	-9.0	-1.0	4.8	3.6
17	-4.8	0.6	-4.1	-11.2
18	11.6	0.1	7.2	4.5
19	4.5	2.2	6.0	-4.9
20	-0.3	0.3	4.6	-8.6
21	-1.6	-1.6	-3.1	4.7
22	-13.4	-7.2	3.7	-12.2
23	-7.8	-3.0	3.8	-4.7
24	-9.1	3.9	5.5	-8.5
25	7.2	-3.3	1.2	-9.0
26	-10.4	-2.7	-2.2	0.3
27	-2.1	1.1	-9.5	4.4
28	4.7	-50.1	-48.0	-8.8
29	1.9	3.1	0.1	-2.5
30	4.1	-4.6	-3.3	-5.2

# Laid out differently: results already given.
17. O=C(NCc1nnc2c(C(F)(F)F)cc(Cl)cn12)c1ccc2c(c1)OCO2
  PAFAH1B3 inh: 4.6; PREPL inh: 4.6; LYPLA2 counter: 8.7; PAD4 FP inh: 9.8; GSTO1 inh: -1.8; ZTA DNA inh: -4.8; LYPLA1 inh: 0.6; PAFAH2 FP inh: -4.1; EBNA-1 inh: -11.2
18. Cc1noc(C)c1-c1nc(CSc2ccc(Cl)cc2)no1
  PAFAH1B3 inh: 11.0; PREPL inh: 0.1; LYPLA2 counter: -6.3; PAD4 FP inh: 0.1; GSTO1 inh: -5.0; ZTA DNA inh: 11.6; LYPLA1 inh: 0.1; PAFAH2 FP inh: 7.2; EBNA-1 inh: 4.5

# Next section:
entry	mol	PAFAH1B3 inh	PREPL inh	LYPLA2 counter	PAD4 FP inh	GSTO1 inh
31	S=C(Nc1cccnc1)Nc1ccccn1	4.1	-3.9	-8.3	-3.0	1.8
32	Cc1ccc(NC(=O)c2ccc(=O)[nH]c2)cc1S(=O)(=O)N1CCCCCC1	9.8	2.1	nt	-3.3	nt
33	O=C(NCC(O)c1ccc([N+](=O)[O-])cc1)c1cccc(S(=O)(=O)N2CCCC2)c1 (configuration not stated)	2.4	16.3	7.2	-0.5	-6.0
34	Cc1cc(C)c(S(=O)(=O)N2CCN(c3ccc([N+](=O)[O-])c(NCC4CCCO4)c3)CC2)c(C)c1 (configuration not stated)	3.7	6.0	-0.2	-5.1	1.9
35	O=C(CSCc1ccccc1Br)N/N=C/c1ccccc1C(=O)O	9.1	-10.9	-1.4	4.6	0.8
36	O=C(O)CCc1nc2cc(C(F)(F)F)ccc2n(Cc2ccccc2)c1=O	0.7	-4.0	3.4	-6.9	-0.5
37	CCN(CC)C(=O)CN1C(=O)COCC1=O	3.7	8.7	-8.1	-3.2	7.7
38	O=C(Cn1cnc([N+](=O)[O-])c1)c1ccc(Cl)cc1	1.3	10.8	3.0	0.7	3.5
39	CCC(=O)NC(=S)Nc1ccc(NC(=O)c2ccc(OC)cc2)cc1	-5.3	8.9	-4.5	-0.8	4.0
40	CNc1[nH]c(=O)[nH]c(=O)c1N=Nc1cc(Cl)ccc1Cl	nt	3.8	9.9	-2.4	6.9
41	CC(C)n1c(=S)[nH]c2ccccc21	9.3	-2.7	-1.1	0.9	-4.0
42	CC(C)NC(=O)COc1ccc(OCc2ccccc2)cc1	4.2	1.9	-3.8	6.9	-1.6
43	CCOC(=O)c1cc(-c2ccccc2)n(CCC(=O)O)c1C	-1.7	16.6	4.3	-7.1	-0.2
44	CCOc1ccc(-c2cnc(SCC(N)=O)nc2N)cc1	9.9	10.2	2.9	-7.9	3.3
45	CC(=O)Nc1ccc(SC[C@H](c2ccccc2)N2CCN(CCc3ccccc3)CCC2=O)cc1	nt	14.2	-1.2	5.6	-7.1

entry	ZTA DNA inh	LYPLA1 inh	PAFAH2 FP inh	EBNA-1 inh
31	-0.6	-2.4	0.3	-8.1
32	nt	nt	6.6	nt
33	-19.4	3.5	4.9	-1.9
34	-10.7	3.7	-3.2	2.2
35	-8.7	-1.0	2.6	-6.3
36	1.9	-1.0	-2.8	3.2
37	-12.9	-7.7	-5.6	-2.2
38	-2.7	-2.2	-3.7	5.0
39	10.7	-0.8	-15.2	17.3
40	-4.1	2.9	nt	2.6
41	-5.0	-1.7	0.1	0.1
42	1.6	1.7	1.1	0.6
43	-0.3	1.0	-5.6	-5.6
44	-0.2	2.9	-10.5	11.2
45	-17.8	-0.1	nt	5.2

# (listing goes on)
entry	mol	PAFAH1B3 inh	PREPL inh	LYPLA2 counter	PAD4 FP inh	GSTO1 inh
46	Cc1ccccc1-c1nn(-c2ccccc2)cc1C(=O)NCC(c1ccco1)N1CCCC1 (configuration not stated)	0.0	6.5	3.0	1.9	nt
47	Cc1nc2ccc(NS(=O)(=O)c3cccc([N+](=O)[O-])c3)cc2s1	10.3	8.8	nt	-3.7	nt
48	CCN1/C(=C/c2cccc[n+]2C)Sc2ccc(OC)cc21	-0.1	47.7*	1.8	3.1	4.8
49	COc1cccc(C2c3c(-c4cc(Cl)c(C)cc4O)n[nH]c3C(=O)N2Cc2cccnc2)c1 (configuration not stated)	-0.6	37.4	-8.8	-4.6	-8.7

entry	ZTA DNA inh	LYPLA1 inh	PAFAH2 FP inh	EBNA-1 inh
46	-10.6	-0.5	-3.3	nt
47	nt	nt	2.0	nt
48	-3.2	-2.1	0.9	0.2
49	4.3	-6.3	-3.4	-11.4

# Screening results as filed in PubChem.
